Bioassay records (PubChem)
hcDAF-12 act = H. contortus DAF-12 activation, primary screen. HEK293 hcDAF-12 lit1-tk-luc reporter, luminescence; 0% DMSO, 100% Δ7-dafachronic acid. activation, % at 6.8 µM. hit rate 1.4% among 370,000;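 active means activation above the mean of all tested compounds plus 3 SD, cut at about 5.5% in these data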;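 further: 100% = response to 3 µM Δ7-dafachronic acid high control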
SMARCA2 act = increases SMARCA2 function in MMTV reporter cells. MG213 cells, MMTV-luciferase reporter, dexamethasone, overnight. hit rate 1% among 370,000. activation, % at 9.1 µM; in the data active means activation above about 7.8%;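 further: 0% = vehicle wells and 100% = reference activator wells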
ssDAF-12 act = S. stercoralis DAF-12 activation, primary screen; activation, % at 6.8 µM; AID 652126; hit rate 1% among 370,000; HEK293 ssDAF-12/GRIP1 lit1-tk-luc reporter, luminescence; % of 3 µM dafachronic acid response;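 active means activation above the mean over all tested compounds plus 3 SD, cut at about 0.9% in these data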;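 further: 0% = DMSO-only wells and 100% = 3 µM delta7-dafachronic acid wells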
Rev-erbA mod = Rev-erb alpha (human) modulation. P20393. activity, % at 10 µM. Rev-erbα–FITC-DNA binding, fluorescence polarization, 90 min. AID 1259318. hit rate 0.79% among 370,000;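 active means activity above about 14%, limit read from the data; passing the limit was not always enough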;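 further: 0% = DMSO wells with 35 nM protein and 100% = DMSO wells with 750 nM protein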
DAX1 inh-1 = DAX1 (NR0B1) inhibition, primary screen; HEK293T StAR-luciferase reporter, SF-1/DAX-1 repression relief; inhibition, % at 6.8 µM; hit rate 1.1% among 370,000; AID 652010;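 active means inhibition above the mean over all tested compounds plus 3 SD, cut at about 3.6% in these data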;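 further: 0% = DAX-1 cells with DMSO and 100% = cells lacking DAX-1 with DMSO; higher inhibition means more luminescence from relief of DAX-1 repression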
PLC-beta3 inh = inhibitors of human phospholipase C beta3. Purified PLC-beta3, fluorogenic substrate, fluorescence. inhibition, % at 12.2 µM. Q01970. hit rate 0.18% among 370,000; in the data active means inhibition above about 11%;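 further: 0% = median of compound wells on plate and 100% = full blocker control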
PG9 binder = binds the HIV-1 gp120 antibody PG9; inhibition, % at 6.7 µM; hit rate 0.43% among 360,000; TR-FRET gp120-PG9 antibody binding; AID 624416; in the data active means inhibition above about 8.5%
DAX1 inh-2 = inhibitors of human orphan nuclear receptor DAX1 (NR0B1); P51843; HEK293 Gal4-DAX1 luciferase reporter, luminescence; inhibition, % at 6.75 µM; hit rate 0.99% among 340,000; AID 504766;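 active means inhibition above the mean over all tested compounds plus 3 SD, cut at about 4.2% in these data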;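 further: 0% = DAX1-transfected cells with DMSO and 100% = empty-vector control cells with DMSO; inhibition shows as a rise in luminescence from relieved DAX1 repression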
Target sequence (P51843 207-470 limits assumed): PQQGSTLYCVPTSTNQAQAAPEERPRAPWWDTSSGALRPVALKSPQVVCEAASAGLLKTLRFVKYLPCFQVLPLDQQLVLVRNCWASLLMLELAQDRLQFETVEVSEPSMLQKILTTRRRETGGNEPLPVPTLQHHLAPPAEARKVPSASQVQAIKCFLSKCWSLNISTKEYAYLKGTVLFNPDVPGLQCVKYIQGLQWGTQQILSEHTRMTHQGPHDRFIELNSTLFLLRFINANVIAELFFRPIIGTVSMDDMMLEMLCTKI
sPLA2-III inh = Blocks human group III sPLA2 activity. QFRET BODIPY PC-A2 liposome hydrolysis, fluorescence. inhibition, % at 12.2 µM. hit rate 0.56% among 370,000. AID 743126;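 active means inhibition above mean plus 3 SD of compounds lying within the high and low control bounds, cut at about 19% in these data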;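 further: 0% = median of test compound wells and 100% = no enzyme DMSO wells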
Target sequence (Q9NZ20 whole entry, looked up): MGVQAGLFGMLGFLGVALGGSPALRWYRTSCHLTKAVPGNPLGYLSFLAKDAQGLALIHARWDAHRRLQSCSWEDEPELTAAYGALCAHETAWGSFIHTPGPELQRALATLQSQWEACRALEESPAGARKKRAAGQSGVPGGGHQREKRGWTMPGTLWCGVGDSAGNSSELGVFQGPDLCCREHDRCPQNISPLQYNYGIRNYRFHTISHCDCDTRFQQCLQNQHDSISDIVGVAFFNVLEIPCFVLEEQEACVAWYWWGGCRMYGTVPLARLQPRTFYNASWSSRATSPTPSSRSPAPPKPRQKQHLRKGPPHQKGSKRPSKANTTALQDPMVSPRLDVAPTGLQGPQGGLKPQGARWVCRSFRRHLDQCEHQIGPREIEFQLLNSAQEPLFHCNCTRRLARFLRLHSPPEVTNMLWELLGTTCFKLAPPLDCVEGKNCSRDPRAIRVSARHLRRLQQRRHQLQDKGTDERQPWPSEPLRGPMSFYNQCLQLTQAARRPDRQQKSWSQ
FXN GAA850 act = increases GAA850 frataxin promoter reporter activity | activation, % at 6 µM | hit rate 0.56% among 360,000 | AID 540364 | HEK293 lucGAA850 FXN promoter luciferase reporter, 24 h; percent of 10 µM SAHA response;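 active means activation above the average of all compounds screened plus 3 SD, cutoff fixed separately per campaign, cut at about 7.5% in these data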;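 further: 0% = DMSO wells and 100% = 10 µM SAHA wells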
hgDAF12 agonist = activates the H. glycines DAF-12 receptor ligand-binding domain | HEK293 GAL4-hgDAF12 UAS-luciferase reporter, agonist luminescence; normalized to butyrate control | activation, % at 6.8 µM | hit rate 1.8% among 370,000 | AID 687014;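 active means activation above a cutoff set at the mean of all screened compounds plus 3 SD, cut at about 10% in these data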;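 further: 0% = DMSO wells and 100% = sodium butyrate wells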
The depositor's hits bear a star; · = not tested or not shown.

No.	molecule	FXN GAA850 act	DAX1 inh-2	hgDAF12 agonist	ssDAF-12 act	PG9 binder	sPLA2-III inh	Rev-erbA mod	DAX1 inh-1	SMARCA2 act	PLC-beta3 inh	hcDAF-12 act
1	CCc1nn(CC(=O)N2CCN(CC)CC2)c(=O)c2cccn12	0.6	0.3	1.3	-1.2	-0.4	12	3	-0.2	-3	0	1.5
2	COc1ccc(OC)c(C(=O)CCCC(=O)c2cc(OC)ccc2OC)c1	2.5	0.8	-1.3	-1.8	-0.5	-14	0	-0.7	-3	-82	-3.3
3	C=CC[C@]12C[C@@]3(O[C@H](c4ccc(C(F)(F)F)cc4)N=C3C[C@H](c3ccc(OC)cc3)[C@H]1C)N(C1CCN(Cc3ccccc3)CC1)C2=O	·	·	0.9	-0.9	-1.5	-6	4	1.6	-1	-5	1.0
4	O=C1N[C@H]2CC=C[C@H]2N(Cc2cccs2)c2ccccc21	-1.9	-0.3	2.2	-1.4	-0.3	2	-2	2.9	3	-3	-1.9
5	O=C(CN1CCN(C(=O)c2cccc(-n3cnnn3)c2)CC1)Nc1ccccc1Cl	2.2	1.4	-0.3	-1.6	0.2	-1	-10	-0.4	-2	-4	-1.6
6	CCOC(=O)c1c(CC(C)C)csc1NC(=O)C(C)C	-0.1	0.3	-0.3	-1.4	-1.1	2	13	-0.4	1	2	-0.3
7	CC(C)Cc1ccc(C(C)C(=O)Nc2cccnc2)cc1 (centres undefined)	-2.1	-3.2	-7.1	-2.4	-0.4	0	-6	-1.2	-5	-2	-4.7
8	Nc1ccc(-c2nc3ccc([N+](=O)[O-])cc3[nH]2)cc1	4.8	1.8	16*	0.3	-0.3	0	7	4.3*	5	-15	2.0
9	CCOc1ccc2c(c1)nc(NCCCO)n2Cc1ccccc1	0.1	1.9	0.9	-1.4	0.2	9	-1	-0.5	-3	-8	-1.0
10	Cc1ccc(S(=O)(=O)N2CCN(c3ccnc4cc(Cl)ccc34)CC2)cc1	1.8	-1.8	-3.0	-1.7	-1.3	-18	1	-1.6	-5	-9	-2.5
11	COC(=O)c1c(C)oc2cc(Br)c(OCC(=O)C(C)(C)C)cc12	2.5	1.9	-0.4	-1.6	2.1	0	-3	0.0	-1	5	-0.9
12	Cn1c2c(c3ccccc31)CCSC2=O	1.3	-0.2	0.2	-1.0	0.7	0	0	0.3	-3	-9	1.1
13	O=C(NCc1ccccc1)C1=C[C@@H](c2coc3ccccc3c2=O)C[C@@H](OCc2ccc(CO)cc2)O1	1.1	-0.2	-3.0	-1.9	2.6	-13	5	-0.6	2	-3	-2.6
14	COCCn1c(C)cc(C(=O)CSc2nnc(C3CC3)n2C2CC2)c1C	0.1	0.6	0.7	-0.9	0.2	4	0	-0.6	0	-10	-0.5
15	Cc1ccc(S(=O)(=O)N(C)CC(=O)Nc2ccccc2N2CCCC2)cc1	-0.8	0.2	-2.8	-1.5	0.2	5	-4	-0.8	-2	-9	2.0
16	CN(C(=O)c1ccc(NC(=O)Cc2cccc(NC(=O)C3CCN(C(=O)C4CC4)CC3)c2)cc1)C1CCCC1	-0.6	-0.2	-0.9	-1.5	2.3	-5	5	-0.6	0	3	-0.7
17	CCOC(=O)C1=CN(CC)S(=O)(=O)NC1CCc1ccccc1 (centres undefined)	0.7	-0.8	-1.8	-1.3	-1.2	-19	0	-0.8	-5	0	-0.3
18	Cc1ccc(NC(=O)CSc2nnc(C)c(=O)n2N)c(C)c1	3.6	0.6	-0.8	-1.0	-0.4	-3	4	0.7	0	3	0.7
19	O=C(CN1C(=O)c2ccccc2C1=O)N1CCCCC1	-1.1	-0.3	0.5	-1.7	0.2	-4	3	-0.1	-2	1	0.0
20	CCOc1ccc(CCNC(=O)Cc2nn[nH]n2)cc1OCC	2.7	-0.7	2.5	-0.9	0.1	-1	1	0.2	1	2	-0.4
21	C#CCNC(=O)C[C@H]1C[C@@]2(C(=O)OC)C(=C[C@H](C(C)C)O[C@@H]2C2CC2)N(CCC2=CCCCC2)C1=O	·	·	-3.5	-1.0	·	-6	-2	-0.7	-3	1	-0.6
22	CC1CCCC(C)N1C(=O)COC(=O)c1cc(F)c(F)cc1Cl (centres undefined)	-0.8	-0.1	-0.9	-1.6	0.8	6	-4	-0.1	-2	-4	-0.2
23	O=C1/C(=N\O)Cc2ccccc21	-1.6	0.3	0.8	-1.6	-0.6	-3	3	-0.3	0	1	0.0
24	CC(C)(C)c1ccc2c(c1)OC(C(=O)N/N=C\c1ccncc1)CO2 (centres undefined)	1.5	1.9	-1.4	-1.3	1.0	9	-1	0.9	-5	-5	-0.8
25	Cc1c(/C=N/Nc2ccc(F)cc2)c(O)n(C)c(=O)c1C#N	-0.1	-1.4	-2.4	-0.4	-1.3	-3	-3	-0.2	1	-13	-1.5
26	CC1CCN(S(=O)(=O)N2CCC(C(=O)N3CCC(N(C)CC4CCCO4)CC3)CC2)CC1 (centres undefined)	0.0	0.3	-0.9	-1.1	-2.3	2	6	1.5	0	2	-0.1
27	Cc1ccc(-n2nc3c(c2NC(=O)c2ccccc2)CS(=O)(=O)C3)cc1C	2.0	1.4	2.2	-0.6	-0.5	-6	4	0.3	5	-3	-0.9
28	CC(=O)Nc1ccc(NC(=O)c2cc(=O)c3cc(C)c(C)cc3o2)cc1	-1.1	0.5	3.7	-1.0	-1.9	-5	1	-0.1	0	-2	-2.4
29	N#Cc1c(-c2ccco2)nc(SCC(=O)Nc2cccc(Cl)c2)[nH]c1=O	2.7	0.0	0.8	-1.8	15*	-9	-3	-0.2	-1	-29	1.8
30	COc1ccc(C(Sc2ccccc2)c2ccccc2)cc1OC (centres undefined)	1.4	1.1	2.5	-0.9	-0.6	-7	-1	-0.3	-1	-1	-2.2
31	NC(=O)CC(NC(=O)Cc1ccc(Br)cc1)c1ccc(NCCc2cccc(F)c2)c([N+](=O)[O-])c1 (centres undefined)	-0.5	1.0	0.6	-1.2	-1.2	3	8	0.0	1	4	-0.6
32	N#Cc1c(-c2ccccc2)[nH]c(=O)[nH]c1=O	3.6	0.6	3.2	-0.8	-1.1	6	-6	1.0	-5	-3	0.3
33	COc1ccc(-c2cc(C(=O)OCC(=O)c3ccc(C)c([N+](=O)[O-])c3)c3ccccc3n2)cc1	1.4	0.1	0.8	-1.6	-1.1	12	0	-0.2	-1	-58	1.7
34	CCOC(=O)C1=C(C)N(CCCC(=O)O)C(=O)NC1c1ccc(Br)cc1 (centres undefined)	·	·	-0.1	-1.1	-0.5	-4	-5	-0.2	0	7	0.1
35	N#Cc1cc(-c2ccccc2)nn1-c1ccccc1	2.5	-1.5	3.6	-0.8	2.2	2	-5	0.5	-2	4	1.4
36	Cc1cccc(C)c1NC(=O)C(C)N1CCCC1 (centres undefined)	-0.4	-0.6	0.9	-0.7	-2.1	-3	-1	-0.4	0	-3	1.1
37	O=S(=O)(/N=C(/c1ccc(Cl)cc1)N1CCOCC1)c1ccc(Cl)cc1	-0.6	-0.1	-2.5	-1.6	-1.7	4	-4	-0.1	2	-2	-0.8
38	COc1ccc(CNc2ccc(C)c(C)c2)cc1	0.3	-0.7	-1.2	-1.9	-0.2	3	-3	0.0	-3	-5	0.7
39	CN(C(=O)CSc1nnnn1C)C1(C#N)CCCCC1	-1.4	-0.3	1.9	-0.3	1.9	9	-3	-1.1	0	-2	-0.7
40	CCOC(=O)N=Nc1c2ccccc2c2nc3no[nH]c3nc12	-9.5	·	-6.9	-1.7	-5.5	-6	7	-2.1	-10	4	-0.9
41	Cc1cc(OC(C)C(N)=O)nc(-c2ccccc2)n1 (centres undefined)	0.8	-0.2	2.5	-0.5	-0.1	0	-2	-0.4	0	2	-0.3
42	CCOC(=O)C1=C(N)OC(C)=C(C#N)C1c1ccco1 (centres undefined)	0.0	-0.4	-1.4	-1.1	-1.1	-11	-6	0.1	9.0*	-9	-1.3
43	COc1cccc2c1-c1c(O)cccc1C2=O	3.4	0.4	-0.8	-1.1	-0.2	3	1	-0.3	1	-14	0.2
44	COc1ccccc1CN1CCN(Cc2cc(OC)c(OC)cc2OC)CC1	-0.9	0.3	0.0	-1.7	-0.1	2	4	0.1	-2	-3	-1.2
45	Cc1cc(C)c2cc(C#N)c(SCC(=O)Nc3cc(C)on3)nc2c1	-2.9	-0.2	-1.0	-1.8	2.1	1	105*	0.1	-1	-10	-2.5
46	COc1ccc(F)cc1S(=O)(=O)N1CCN(c2ccccn2)CC1	0.2	0.1	-2.5	-1.3	0.4	1	1	0.3	-1	-2	0.1
47	COc1ccc(C2(C(=O)NCCc3ccccc3)CCCC2)cc1	0.4	2.0	-2.2	-1.5	0.5	1	-11	-0.8	-1	-5	-2.5
48	CC(=O)Nc1ccc2nc(NC(=O)C(Cl)(Cl)Cl)sc2c1	2.8	4.0	2.1	-0.7	1.0	2	1	1.2	0	-6	0.6
49	CCOC(=O)/C(=N\Nc1cccc(Cl)c1)Sc1nnc(-c2ccc(OC)cc2)n1C	-0.4	0.1	-1.5	-1.6	-1.6	22*	6	0.6	-4	2	0.2
50	O=C(O)Cn1ccnc1	0.8	-0.4	-0.8	-1.3	1.0	4	4	0.0	0	1	-0.6
51	COc1ccccc1Cc1c(-c2ccc(OC)c(OC)c2)nc2c(Cl)cc(C(F)(F)F)cn12	·	·	5.0	-0.4	0.4	-4	-4	2.0	0	-41	0.4
52	COC(=O)COc1ccc(S(=O)(=O)Nc2cc(OC)ccc2OC)cc1	·	·	0.0	-1.7	2.9	6	5	0.5	-2	-4	-0.3
53	CCOC(=O)C1(Cc2ccccc2C)CCCN(Cc2cc(OC)c(O)c(OC)c2)C1 (centres undefined)	-2.7	-1.6	-1.6	-1.3	0.3	-13	2	0.5	-4	-4	0.2
54	Cc1ccc(Cl)c(NC(=O)COC(=O)C2CCC2)c1Cl	0.5	0.6	-0.3	-0.8	1.1	6	-4	1.3	-1	-1	-0.6
55	CCOC(=O)CN1C(=O)C(O)=C(C(C)=O)C1c1ccc(F)cc1 (centres undefined)	-0.9	0.6	-1.2	-0.9	4.1	2	2	0.7	0	-1	-0.5
56	CCN(c1ccccc1)S(=O)(=O)c1ccc(OCC(=O)N2CCCC2)cc1	1.9	-0.4	4.5	-1.0	-0.8	2	-7	4.7*	-3	7	-1.2
57	CCC(CC)C(=O)Nc1cccc(C(=O)NCCc2ccc(S(N)(=O)=O)cc2)c1	-1.7	1.4	-1.6	-1.6	-2.2	-3	-4	0.6	3	5	-1.8
58	CCn1c(SCC(N)=O)nnc1-c1ccc(OC)c(OC)c1	1.4	0.2	-0.9	-1.7	-1.1	8	-5	0.9	-5	7	-1.1
59	O=C(CN1C(=O)C(=O)N(CCC2=CCCCC2)C1=O)Nc1ccc(F)cc1F	-0.7	-0.5	6.4	-1.5	0.4	9	-1	0.0	0	-9	1.6
